Screening data: PubChem, several laboratories
West Nile antiviral: inhibition of WNV-induced cytopathic effect – cell-based, CPE readout (AID 1621). West Nile virus-infected cells, CPE inhibition; higher % means a stronger effect. CPE inhibition, % at 10 µM; hits with a dose series show IC50 in µM. 290,000 tested, 0.02% active; in the data active = a potency from the dose series; inconclusive = CPE inhibition mostly from about 3.7% at the one dose, without a potency; inactive = the rest, 99 in 100 with CPE inhibition below about 2.2%; note: strong numbers were not always called active
LYP phosphatase: PTPN22 lymphoid phosphatase activity blockers – biochemical, fluorescence intensity, uHTS (AID 1779) | recombinant LYP phosphatase, fluorescence intensity; higher % means a stronger effect | inhibition, % at 11.5 µM; hits with a dose series show IC50 in µM | 290,000 tested, 0.054% active; in the data active = inhibition above about 50%;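 note: plate controls were vehicle with enzyme for no effect and no enzyme for full effect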
NS5 inhibitors: Dengue-2 NS5 methyltransferase inhibitors, primary screen, biochemical, confirmation dose response (AID 588689) | 340,000 tested, 0.3% active | Dengue-2 NS5 methyltransferase capping enzyme assay, biochemical; higher % means a stronger effect | inhibition, % at 25 µM; hits with a dose series show IC50 in µM; in the data active = a potency from the dose series; inconclusive = inhibition above about 29% without an active follow-up result
CSM14.1 death rescue: rescue of cells from ER stress-induced death, primary screen, 384-well, CSM14.1, thapsigargin, ATP luminescence (AID 1222) | 190,000 tested, under 10 active | one-dose cellular ATP content (survival), % at 20 µM; EC50 in µM for titrated hits | CSM14.1 thapsigargin-induced death rescue, ATP luminescence; higher % means a stronger effect;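 active = EC50 below 50 µM in the dose-response confirmation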;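 note: death triggered by thapsigargin at about 15 µM added after 2 h compound pretreatment; cell ATP read after overnight thapsigargin exposure of roughly 18 to 22 hours; normalized against plate controls of thapsigargin alone and 5% DMSO vehicle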
GPR35 antagonists: GPR35 antagonists blocking zaprinast-driven arrestin recruitment, primary screen, imaging, U2OS, beta-arrestin-GFP, zaprinast agonist (AID 2058); U2OS GPR35 beta-arrestin-GFP translocation imaging, zaprinast antagonism; higher % means a stronger effect; 290,000 tested, 0.052% active; one-dose inhibition, % at 10 µM; IC50 in µM for titrated hits;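 active = inhibition of at least 50% with at least 30 cells and total cytoplasm GFP at most 10,000,000; inconclusive = under 30 cells or total GFP of 10,000,000 plus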
Salmonella PhoP GFP: PhoP-dependent GFP reporter repression – Salmonella Typhimurium, primary screen (AID 1863). inhibition, % at 50 µM; hits with a dose series show IC50 in µM. S. Typhimurium PhoP-regulated promoter GFP reporter, 4 h; higher % means a stronger effect. 300,000 tested, 0.16% active;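 active = inhibition over 29.93%, a cutoff 3 SD above the screen mean, later confirmed by dose response; inconclusive = inhibition over 29.93% but no dose response follow-up; inactive = inhibition at most 29.93% or unconfirmed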;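 note: 0% = low Mg2+ inducing control and 100% = high Mg2+ repressing control; strong numbers were not always called active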
SV40 large T antigen: TAg ATPase/helicase activity blockers – biochemical (AID 1903). SV40 large T antigen ATPase/helicase inhibition assay; higher % means a stronger effect. 310,000 tested, 0.39% active. inhibition, % at 20 µM; hits with a dose series show IC50 in µM; in the data active = a potency from the dose series; inconclusive = inhibition mostly from about 32% at the one dose, without a potency; inactive = the rest, 99 in 100 with inhibition below about 32%; note: strong numbers were not always called active
RSV antiviral HEp-2: RSV antiviral activity via CPE protection, HEp-2 cells, primary 10 µM value included (AID 2391); HEp-2 cells, RSV-induced CPE inhibition; higher % means a stronger effect; CPE inhibition, % at 10 µM, or IC50 in µM where a hit was titrated; 310,000 tested, 0.13% active; in the data active = a potency from the dose series; inconclusive = CPE inhibition mostly from about 23% at the one dose, without a potency; inactive = the rest, 99 in 100 with CPE inhibition below about 21%; note: strong numbers were not always called active
MgcRacGAP inhibition: MgcRacGAP GTPase-activating activity inhibitors, confirmation, biochemical, ADP Hunter fluorescence | MgcRacGAP-stimulated Rac1 GTP hydrolysis, ADP Hunter fluorescence; higher % means a stronger effect; GST-tagged Rac1 F28L mutant substrate | inhibition, % at 30 µM, or IC50 in µM where a hit was titrated | 340,000 tested, 0.6% active;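 active = first-screen hits whose inhibition reached a set limit at any dose in the follow-up dose series; inconclusive = inhibition above the set first-screen limit but never retested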;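 note: fluorescence reports GDP produced by GAP-driven GTP hydrolysis; strong numbers were not always called active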
NS5 inhibitors pilot replicate: recorded beside NS5 inhibitors, whose call it bears; inhibition, %; measured here: pilot screen replicate inhibition
Starred values were filed as active, the others as inactive; ? = inconclusive; nt = not tested or not shown.

SMILES | West Nile antiviral | LYP phosphatase | NS5 inhibitors | CSM14.1 death rescue | GPR35 antagonists | Salmonella PhoP GFP | SV40 large T antigen | RSV antiviral HEp-2 | MgcRacGAP inhibition | others
Cc1cccc2[nH]c(CN(C)C(=O)C3CCC(=O)N(CCc4ccccc4)C3)nc12 (stereo not drawn) | -0.2% | -6% | -10% | nt | 4% | 0% | -4% | 2.3% | 9%
O=C(c1c(F)c(F)c(F)c(F)c1F)N(Cc1ccccc1)Cc1ccccc1 | 2.1% | 1% | -9% | -0.8% | 24% | 9% | 7% | 2.6% | -11%
O=C(Nc1ccncc1)c1cn(-c2ccccc2)nc1-c1cccs1 | nt | -12% | -8% | -0.1% | 7% | 27% | 1% | ? | 9%
Cc1ccc(N(O)C(=O)NCCCCNC(=O)N(O)c2ccc(C)cc2)cc1 | 0.0% | -7% | -11% | nt | -4% | -1% | 7% | 1.2% | 9%
Cc1ccc(Cc2c(C)nc3nc(SCC(=O)NCCCN4CCCC4)nn3c2C)cc1 | -0.2% | -16% | -11% | nt | 0% | -5% | 9% | 0.8% | 2%
Cc1ccccc1OCc1nc(C#N)c(N2CCCC2)o1 | -1.9% | -2% | -1% | -0.1% | -4% | -3% | 11% | ? | 3%
CN(C)CCSc1nc(N)c2c3c(sc2n1)COC(C)(C)C3 | 0.7% | -4% | -6% | 1.9% | 5% | 0% | 3% | -1.2% | 8%
Cc1cc(=O)[nH]c(SCC(=O)Nc2cccc3ccccc23)c1C#N | 0.2% | -5% | -10% | 2.1% | -3% | -1% | 8% | -1.1% | 9%
Cc1ccc2[nH]c(=O)c(CN(CC3CCCO3)C(=O)c3cccs3)cc2c1 (stereo not drawn) | 0.0% | -4% | -6% | nt | 2% | 7% | 9% | 1.2% | 1%
CCOC(=O)Nc1c(C)n(C)n(-c2ccccc2)c1=O | 0.1% | -11% | -4% | -2.1% | -8% | -2% | 11% | 0.1% | 7%

Part of the list above in order of molecular weight, ascending:
SMILES | West Nile antiviral | LYP phosphatase | NS5 inhibitors | CSM14.1 death rescue | GPR35 antagonists | Salmonella PhoP GFP | SV40 large T antigen | RSV antiviral HEp-2 | MgcRacGAP inhibition | others
Cc1ccccc1OCc1nc(C#N)c(N2CCCC2)o1 | -1.9% | -2% | -1% | -0.1% | -4% | -3% | 11% | ? | 3%
CN(C)CCSc1nc(N)c2c3c(sc2n1)COC(C)(C)C3 | 0.7% | -4% | -6% | 1.9% | 5% | 0% | 3% | -1.2% | 8%
O=C(Nc1ccncc1)c1cn(-c2ccccc2)nc1-c1cccs1 | nt | -12% | -8% | -0.1% | 7% | 27% | 1% | ? | 9%
Cc1ccc2[nH]c(=O)c(CN(CC3CCCO3)C(=O)c3cccs3)cc2c1 (stereo not drawn) | 0.0% | -4% | -6% | nt | 2% | 7% | 9% | 1.2% | 1%
Cc1ccc(Cc2c(C)nc3nc(SCC(=O)NCCCN4CCCC4)nn3c2C)cc1 | -0.2% | -16% | -11% | nt | 0% | -5% | 9% | 0.8% | 2%

Further structures follow.
SMILES | West Nile antiviral | LYP phosphatase | NS5 inhibitors | CSM14.1 death rescue | GPR35 antagonists | Salmonella PhoP GFP | SV40 large T antigen | RSV antiviral HEp-2 | MgcRacGAP inhibition | others
COC(=O)Cc1nnc(NC(=O)c2ccccc2)s1 | 0.4% | -11% | -1% | -1.6% | 1% | 1% | 5% | 1.2% | 6%
CCCCNC(=O)c1cc(-c2ccc(F)cc2)on1 | ? | 0% | -1% | -1.9% | -4% | 8% | 0% | -3.0% | 9%
COc1ccc(N2CCN(CCCNC(=O)CN3C(=O)COc4ccccc43)CC2)cc1 | -0.2% | -15% | -2% | nt | 20% | -1% | nt | 2.2% | -25%
CC1(C)c2cc(Cl)ccc2-n2c1cc(O)c(-c1ccccc1)c2=O | 0.2% | 0% | -5% | nt | -7% | -6% | 11% | 6.3% | 7%
CCOc1ccccc1NS(=O)(=O)c1ccc2c(c1)n(C)c(=O)c(=O)n2C | 0.4% | -5% | -5% | -2.2% | -5% | -8% | 3% | 2.5% | 8%
O=[N+]([O-])c1ccc(CSc2nnc3ccccn23)cc1 | -0.1% | -3% | -16% | -1.0% | -5% | -8% | 5% | 4.0% | 8%
CSc1nc(N)nc(SCC(=O)OC(C)C)c1C#N | 0.5% | -4% | 3% | 0.3% | 32% | 6% | 19% | 0.7% | 1%
C#CC[N+](CC)(CC)CC#Cc1cccc(Cl)c1 | 1.0% | -4% | -3% | 1.3% | 1% | 11% | 6% | 0.0% | 12%
Nc1[nH]n2c(=O)cc(-c3ccccc3)nc2c1N=Nc1ccccc1 | 0.1% | 5% | 3% | -1.2% | -10% | -2% | 14% | 5.0% | 10%
COC(=O)CSc1ncnc2c1cnn2Cc1ccccc1 | 0.1% | -8% | 6% | 0.7% | -7% | 8% | -2% | 1.0% | 13%
CCOC(=O)CNC(=O)CN1CCC(c2nc3ccccc3[nH]2)CC1 | 0.7% | -6% | -4% | nt | -2% | 3% | 4% | 0.7% | 11%
CC(=O)Nc1ccc(-c2csc(NC(=O)CC(NC(C)=O)c3ccccc3)n2)cc1 (stereo not drawn) | 0.3% | -5% | -2% | nt | 5% | 8% | -3% | 1.8% | 4%
Cc1ccc(C(C(=O)NCc2ccccc2)N(C(=O)c2ccccn2)c2ccccc2)o1 (stereo not drawn) | -0.4% | -2% | 0% | nt | -16% | 1% | 10% | 2.5% | 5%
CCCOc1ccccc1/C=C(\C#N)C(=O)Nc1cccc(C)n1 | 0.0% | -9% | -8% | nt | 9% | 11% | 1% | 0.2% | 5%
Cc1ccc(C(=O)N2CCC3(CC2)NCCc2[nH]cnc23)cc1 | 1.4% | 2% | -8% | nt | 1% | -10% | 9% | 1.1% | 9%
COC(=O)C1CSC(C(=O)OC)N1C(=O)CN1CCN(c2ccccc2)CC1 (stereo not drawn) | 0.6% | 0% | -5% | -0.8% | -4% | -2% | 5% | 0.8% | -5%
Cc1cc(=O)n(-c2ccc(O)cc2)[nH]1 | -0.3% | -12% | 2% | -3.6% | -7% | 20% | ? | -1.7% | 29%
NNc1nc(NCc2ccccc2)nc(N2CCOCC2)n1 | 0.6% | -4% | 3% | -6.3% | -15% | 1% | 20% | 2.7% | 11%
COc1ccc(C2=NS(=O)(=O)N(C)C(C(=O)NC(C)c3ccccc3)=C2)cc1OC (stereo not drawn) | -0.7% | -6% | -1% | nt | -10% | nt | nt | -0.2% | 5%
CC1(NC(=O)c2cc(-c3cccs3)nn2-c2ccccc2)CCS(=O)(=O)C1 (stereo not drawn) | nt | nt | 0% | nt | nt | 6% | 5% | 2.8% | 6%
COc1ccccc1NC(=O)CSc1nnc(Cn2c(=O)sc3ccccc32)n1C | nt | 5% | -4% | 0.5% | -1% | -12% | -2% | 0.3% | -5%
Cc1ccc(N2C(=O)C(NC(=O)c3ccccc3)(C(F)(F)F)C3=C2CC(C)(C)CC3=O)cc1 (stereo not drawn) | 0.7% | 5% | -8% | -1.3% | 2% | -5% | 10% | 1.7% | 9%
COc1ccc2ccccc2c1CN1CCCC(CO)C1 (stereo not drawn) | -0.4% | -4% | -1% | -1.9% | -2% | 22% | 8% | 1.9% | 5%
CC(Sc1nc2ncc(Cl)cc2[nH]1)C(=O)c1c(N)n(C)c(=O)n(C)c1=O (stereo not drawn) | nt | nt | 7% | nt | nt | -2% | 26% | -0.3% | 8%
O=C(c1ccccc1)c1ccc(CN2C(=O)c3ccccc3C2=O)o1 | 0.5% | -1% | -3% | 3.2% | -3% | 9% | 14% | 2.5% | 5%
COc1ccc(-c2csc3ncnc(NCCCO)c23)cc1 | -0.5% | -10% | 1% | nt | -7% | -4% | 10% | 5.2% | 15%
COc1ccc(NC(=O)N2CCN(c3ccc([N+](=O)[O-])cc3)CC2)cc1OC | -1.5% | 0% | -11% | 0.5% | 11% | -7% | 8% | 10% | 11%
C#CCN1C(=O)C(O)(CC(=O)/C=C/c2ccco2)c2ccccc21 (stereo not drawn) | -0.4% | -1% | -13% | -3.0% | -14% | 7% | 6% | 0.2% | 7%
Cc1ccc(S(=O)(=O)N2CCC(C(=O)Nc3ccccc3N3CCCC3)CC2)c(C)c1 | nt | nt | 2% | nt | nt | -1% | 6% | ? | 8%
CC(=O)Nc1ccc(S(=O)(=O)N2CC3(C)CC2CC(C)(C)C3)cc1 (stereo not drawn) | -0.4% | -7% | -6% | -0.4% | 7% | 4% | 7% | 2.7% | 2%
Cn1cnc([N+](=O)[O-])c1Sc1ccccc1 | 0.4% | -4% | 2% | -1.3% | 7% | 13% | 20% | 2.2% | 7%
O=C(CSc1ncccn1)NC1CCCc2ccccc21 (stereo not drawn) | -0.2% | -11% | 1% | -1.1% | 5% | -10% | 8% | -0.6% | 10%
O=C(NCCO)/C(=C\c1ccc2c(c1)OCO2)NC(=O)c1ccc(Br)cc1 | -0.7% | -6% | 1% | -1.1% | nt | -6% | 8% | 0.3% | 6%
CCOC(=O)c1cccc(NC(=O)CSc2nnc(COc3ccc(Cl)cc3)o2)c1 | 0.0% | -8% | -4% | -1.1% | -4% | -10% | 2% | 2.3% | 4%
COc1ccc(Nc2cc(C)c3ccccc3n2)cc1 | -0.8% | -3% | 0% | -1.7% | -4% | -11% | 10% | 15% | 16%
CCOC(=O)Nc1ccc(S(=O)(=O)Nc2nccc(C)n2)cc1 | -0.1% | -1% | -11% | -2.0% | -7% | -14% | -2% | 0.5% | 3% | NS5 inhibitors pilot replicate=-8.8
CCOC(=O)CNC(=O)CSc1nnc(NC(=O)c2ccc(C)cc2)s1 | -0.2% | -4% | -1% | -4.7% | -7% | -9% | -5% | 0.7% | 4%
CC(=O)Nc1ccc(/C=C(\C#N)C(=O)NC2CCCCC2C)cc1 (stereo not drawn) | -0.5% | 0% | 3% | nt | 0% | -2% | 5% | 0.2% | 14%
COc1cccc(-c2cc(C(=O)NC3CCCC3)no2)c1 | -1.0% | 7% | -8% | -2.0% | 2% | 1% | 3% | 1.7% | 3%
Cc1ccc(-c2ccc(=O)n(CC(=O)N3CCN(c4cccc(C)c4)C(C)C3)n2)cc1 (stereo not drawn) | -0.8% | -1% | -2% | -0.3% | -5% | 10% | 10% | 8.4% | -4%
Cc1ccc(CCNC(=O)C2CCC(=O)N(Cc3cccc(F)c3)C2)cc1 (stereo not drawn) | -0.7% | -6% | -8% | nt | -8% | 1% | 13% | 2.0% | 12%
